IDH1 R132H inh – inhibitors of human mutant IDH1 R132H; O75874; IDH1-R132H enzyme, NADPH consumption, diaphorase/resazurin fluorescence; Potency, µM (top dose mostly 76.6 µM), for inactives: top-dose activity change, negative = inhibition, most hits filed as inhibitors; actives 0.093% (n = 390,000); AID 602179; also: potency is read from the fitted curve at half-maximal effect; % is scaled to controls: 0 for no effect and ±100 for the full control effect; nearly all actives have a fitted effect of over 65% in size
Target sequence (O75874 whole entry R132H, stated change not applied): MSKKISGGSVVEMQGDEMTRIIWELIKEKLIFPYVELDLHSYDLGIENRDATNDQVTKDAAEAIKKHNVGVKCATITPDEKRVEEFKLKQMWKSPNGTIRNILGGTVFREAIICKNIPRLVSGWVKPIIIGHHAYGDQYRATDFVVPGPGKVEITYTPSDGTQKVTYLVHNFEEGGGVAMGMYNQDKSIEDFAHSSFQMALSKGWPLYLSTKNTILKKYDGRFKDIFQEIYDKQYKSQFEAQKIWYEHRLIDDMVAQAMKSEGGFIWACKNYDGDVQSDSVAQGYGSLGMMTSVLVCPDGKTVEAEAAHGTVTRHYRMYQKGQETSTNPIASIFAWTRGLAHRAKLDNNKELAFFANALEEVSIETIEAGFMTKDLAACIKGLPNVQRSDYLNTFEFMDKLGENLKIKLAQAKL
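IDH1-R132H (0.5 ug/mL dispensed) in pH 7.5 Tris buffer was preincubated 30 min with compound, then given a substrate mix of 0.016 mM NADPH and 2 mM alpha-KG for 80 min at room temperature; remaining NADPH was read by diaphorase/resazurin fluorescence.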
LDHA inh – blocks human lactate dehydrogenase A. purified LDHA, NADH/diaphorase-resazurin fluorescence; hits give low values. activity change, % (values are at about 110 or 230 µM). actives 0.15% (n = 480,000); in the data active = activity change below about -30%; inconclusive = mostly about -25% to -30%;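 also: plate controls were DMSO wells for no effect and wells without enzyme for full effect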
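Human LDH5 (2 nM) was incubated with 0.06 mM NADH and 0.2 mM pyruvate for 5 min at room temperature in Tris pH 7.4. Remaining NADH was coupled through diaphorase/resazurin, and resorufin fluorescence was read at 0 and 20 min.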
TrxR1 inh – blocks rat thioredoxin reductase 1; Potency, µM (titrated, usually from 114 µM), without a hit: at the top dose activity change, negative = inhibition, most hits filed as inhibitors; actives 1% (n = 390,000); recombinant rTrxR1, NADPH fluorescence consumption, selenite substrate; O89049; also: potency is read from the fitted curve at half-maximal effect; % is scaled to controls: 0 for no effect and ±100 for the full control effect; nearly all actives have a fitted effect of over 65% in size
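Rat TrxR1 (90 nM in the dispensed reagent) was pre-reduced with 400 uM NADPH for 5 min at room temperature, then incubated with compound for 15 min. After 400 uM selenite was added, NADPH fluorescence (Ex 340/Em 450 nm) was followed for 8 min.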
Vif-APOBEC3F blk – Vif-A3F binding inhibition | HeLa A3F-eYFP + Vif (tagged APOBEC3F with the HIV-1 protein that degrades it), YFP fluorescence increase | Potency, µM (series often up to 46.1 µM), without a hit: at the top dose activity, negative = active | actives 0.2% (n = 390,000); also: potency is read from the fitted curve at half-maximal effect; % of control where 0% means no effect; nearly all actives have a fitted effect of over 65% in size
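Fluorescence increase (Ex 488/Em 500-530) after overnight compound treatment at 37 deg C flags inhibition of Vif-driven A3F-eYFP loss in stable HeLa A3F-eYFP/Vif cells seeded overnight beforehand.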
TrxR1 substrate – rat thioredoxin reductase 1 substrate activity; AID 588456; actives 0.01% (n = 390,000); Potency, µM (doses to about 114 µM), for the others: at the top dose activity change, negative = substrate turnover; purified TrxR1 substrate turnover, NADPH consumption readout; O89049; also: potency is read from the fitted curve at half-maximal effect; % is scaled to controls: 0 for no effect and ±100 for the full control effect; nearly all actives have a fitted effect of over 50% in size
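Rat TrxR1, dispensed at 90 nM, was prereduced with 400 uM NADPH (final) for 5 min at ~22 deg C, then incubated with compound 15 min before 400 uM selenite. A first-read NADPH fluorescence drop versus no-compound background flagged substrates.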
GRP78 ERSR act – induces the endoplasmic reticulum stress response in human glioma cells | Potency, µM, without a hit: at the top dose activation, usual class: activators | U87-MG GRP78 promoter luciferase reporter, 16 h | actives 0.02% (n = 420,000); also: potency is read from the fitted curve at half-maximal effect; series mostly up to about 76 µM; % of control where 0% means no effect; nearly all actives have a fitted effect of over 35% in size
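ERSR induction read as luciferase luminescence (Bright-Glo, 10 min at room temperature) in stably transfected human U87-MG glioma cells exposed to compounds for 16 h, using GRP78 as sensor.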
Vif-A3G inh – inhibitors of Vif-APOBEC3G interaction; actives 0.076% (n = 410,000); HeLa A3G-eYFP + Vif (tagged APOBEC3G with the HIV-1 protein that degrades it), YFP fluorescence, overnight; Potency, µM (series often up to 46.1 µM), inactives show at the top dose activity, negative = active, usual class: inhibitors; Q9HC16;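 also: potency is read from the fitted curve at half-maximal effect; % is scaled to controls: 0 for no effect and ±100 for the full control effect; nearly all actives have a fitted effect of over 60% in size; hits raise eYFP signal because A3G escapes Vif-driven loss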
Target sequence (Q9HC16 whole entry, looked up): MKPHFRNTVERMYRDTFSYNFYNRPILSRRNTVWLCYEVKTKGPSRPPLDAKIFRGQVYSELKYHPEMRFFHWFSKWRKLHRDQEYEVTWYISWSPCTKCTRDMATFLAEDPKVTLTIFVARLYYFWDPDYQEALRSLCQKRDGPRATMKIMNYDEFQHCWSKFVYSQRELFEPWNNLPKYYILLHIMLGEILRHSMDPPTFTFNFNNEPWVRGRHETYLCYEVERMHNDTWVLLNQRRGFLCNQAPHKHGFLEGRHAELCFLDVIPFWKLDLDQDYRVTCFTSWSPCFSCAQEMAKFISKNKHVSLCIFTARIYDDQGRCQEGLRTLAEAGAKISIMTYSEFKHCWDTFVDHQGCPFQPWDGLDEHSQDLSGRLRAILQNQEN
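Read-out is eYFP fluorescence (Ex 488/Em 500-530) from Vif-expressing HeLa A3G-eYFP cells; more signal means A3G escaped Vif-mediated degradation. Cells plated overnight, compound pinned in, incubated overnight at 37 deg C.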
RGS4 inh – inhibitors of human regulator of G protein signaling 4; P49798; AID 504845; Transcreener GDP fluorescence polarization, RGS4-accelerated GTP hydrolysis; actives 0.039% (n = 390,000); Potency, µM (series often up to 114 µM), inactives show at the top dose activity change, negative = inhibition, actives largely listed as inhibitors; also: potency is read from the fitted curve at half-maximal effect; % is scaled to controls: 0 for no effect and ±100 for the full control effect; nearly all actives have a fitted effect of over 75% in size; some results filed as inactive show a strong effect at the top dose
Target sequence (P49798 whole entry, looked up): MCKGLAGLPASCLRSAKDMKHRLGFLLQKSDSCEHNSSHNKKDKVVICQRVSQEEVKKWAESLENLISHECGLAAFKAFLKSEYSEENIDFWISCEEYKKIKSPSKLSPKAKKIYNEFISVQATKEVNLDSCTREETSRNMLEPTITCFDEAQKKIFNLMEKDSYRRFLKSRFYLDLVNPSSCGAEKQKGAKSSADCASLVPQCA
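MLSMR compounds (23 nl, pin-transferred) preincubated 10 min at room temperature with a 500nM (2x) first reagent, then RGS4 at 900nM (2x) plus Transcreener GDP mix added; fluorescence polarization (620/688 nm) read before and after 90 min at 30 °C.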
USP1-UAF1 inh – blocks the human USP1/UAF1 deubiquitinase complex | recombinant USP1/UAF1, Ub-Rhodamine cleavage fluorescence | actives 0.23% (n = 390,000) | Potency, µM (doses to about 57.1 µM), without a hit: at the top dose activity change, negative = inhibition, hits mostly inhibitors; also: potency is read from the fitted curve at half-maximal effect; % is scaled to controls: 0 for no effect and ±100 for the full control effect; nearly all actives have a fitted effect of over 60% in size; inactives centre near -12
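Step one: compound is pinned into 1nM USP1/UAF1 in HEPES pH 7.8 buffer with TCEP. Step two: 15 min room-temperature incubation. Step three: Ub-Rho (150nM final) starts cleavage, tracked by fluorescence over six one-minute reads.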
Numbers without * were called inactive; u = inconclusive; x = not tested or not shown; [ ] = dose if it differs, or a comment. Unless noted, calls follow the shape of the dose curve; as a rule, active = well fitted curve in the direction sought with a large enough effect; inconclusive = small, poorly fitted or top-dose-only effect, or another doubt; inactive = no such curve, though single readings can be large; an effect the other way counts as inactive or inconclusive.

SMILES	Vif-APOBEC3F blk	TrxR1 inh	IDH1 R132H inh	Vif-A3G inh	LDHA inh	USP1-UAF1 inh	TrxR1 substrate	RGS4 inh	GRP78 ERSR act
CCOC(=O)C(=O)/C(C#N)=C/Nc1ccc(F)cc1	0.8%	-37.3%	4.2%	-0.3%	-3.5	-17.4%	-12.3%	1.9%	-7.0%
COc1ccccc1C(=O)NCCC(=O)N1CCCCC1	-2.8%	-6.1%	-12.2%	-1.4%	-2.5	-12.5%	-4.5%	-2.5%	-3.5%
CCOc1cc(C(=O)NN2CCOCC2)cc(OCC)c1OCC	-4.4%	14.1%	1.0%	-12.7%	-1.5	-19.0%	3.4%	-9.0%	0.0%
O=C1C(Br)=Cc2cccc3cccc1c23	-15.3%	-5.1%[57.1 µM]	5.5%	-0.7%	2.9	-9.0%	3.8%[57.1 µM]	1.2%	-2.8%
CC1Cc2nc(SCC(=O)Nc3nccs3)n(C)c(=O)c2S1 (stereo not drawn)	0.7%	13.0%	12.9%	-0.1%	2.4	u	5.1%	-36.9%	-2.4%
Oc1sc(C=Nc2ccc(F)cc2)c2ccccc12	2.82µM*	7.9%	0.8%	u	-5.8	31.6µM*	2.0%	-23.6%[56.9 µM]	-2.6%
Nc1ccc(Cl)c(NC(=O)c2cccs2)c1	5.7%	15.2%	1.3%	-6.5%	-1.0	-12.5%	7.0%	0.1%	3.7%
CCOC(=O)[C@@H]1CCNC[C@@H]1c1ccccc1	0.5%	7.9%[57.1 µM]	2.9%	-0.7%	-0.9	-16.9%	3.0%	-11.3%	-4.7%
COc1ccccc1C#Cc1cnc2c(c1)C(=O)N([C@H](C)CO)C[C@H](C)[C@@H](CN(C)S(=O)(=O)c1cn(C)cn1)O2	-0.2%	x	-2.0%	-15.3%	-15.7	-25.3%	x	x	1.1%
O=C(/C=C/c1ccc2c(c1)OCO2)NC1CCCC1	-6.7%	18.9%	-3.6%	0.8%	-6.2	-19.8%	11.0%	3.3%	-0.1%
O=S(=O)(NOCc1ccc(Cl)cc1)c1ccc(Cl)cc1	-22.7%	10.0%	-9.4%	0.2%	-8.6	-19.3%	-3.6%	14.7%	-4.2%
COCCn1c(-c2ccc(OC(F)(F)C(F)C(F)(F)F)cc2)nc2c1c(=O)[nH]c(=O)n2CC(C)C (stereo not drawn)	-1.0%	27.5%	0.3%	2.1%	1.0	-20.3%	46.7%[activator]	-18.1%	-6.5%
O=C(CN(Cc1ccccc1Cl)C(=O)CN1C(=O)CSc2ccccc21)NC1CC1	2.7%	19.6%[57.1 µM]	3.3%	1.2%	-13.3	-2.8%	5.5%[57.1 µM]	4.9%	0.1%
O=C(NC1CCN(Cc2ccccc2)CC1)c1ccc(Cn2c(=O)c3ccccc3n(Cc3ccc(F)cc3)c2=O)cc1	-26.6%	12.7%	-13.1%	4.2%	-10.0	-3.9%	5.3%	-30.9%	-0.4%
CC(Oc1ccc2c(-c3ccccc3)cc(=O)oc2c1)C(=O)NCCCn1ccnc1 (stereo not drawn)	-6.9%	-6.5%	-9.4%	3.8%	-1.8	-3.9%	-12.4%	-8.7%	-1.7%
Nc1cc(Cl)nc(N/N=C/c2ccc([N+](=O)[O-])cc2)n1	0.7%	-5.4%	4.9%	-1.8%	-11.0	-10.0%	-10.1%	7.0%	6.4%
CCOC(=O)c1ccc(NC(=O)CCC(=O)N2CCSc3ccccc32)cc1	-0.3%	6.3%	2.2%	-10.3%	2.8	-14.7%	-1.0%	-9.0%	-1.1%
CCCCCCCCCCCCCCCC(=O)NCCc1c[nH]c2ccccc12	3.7%	29.7%	10.1%	2.0%	-1.9	u	8.4%	2.0%	-1.7%
CCC(C(=O)NC(C)(C)C)N(C(=O)Cn1nnc(-c2ccccc2F)n1)c1cnc2ccccc2c1 (stereo not drawn)	-7.5%	13.6%	4.5%	-1.2%	-7.0	-15.3%	-2.8%	13.3%	-4.5%
CCOc1ccc(-n2cnnn2)cc1S(=O)(=O)N1CCC(C)CC1C (stereo not drawn)	-0.2%	15.4%	-3.1%	0.5%	0.8	-25.7%	3.2%	-2.1%	-0.9%
CCC(C(=O)NCc1cccnc1)n1nc(C)n2c(cc3occc32)c1=O (stereo not drawn)	-4.9%	7.4%	-6.8%	4.9%	-1.3	-21.5%	0.5%	-5.4%	-4.4%
CCCCCCCCCCOC(=O)Cn1c(COc2ccc(C)cc2)[n+](C)c2ccccc21	-2.6%	-28.8%	5.4%	-18.1%	4.3	u	-12.5%	-18.7%[56.9 µM]	-13.8%
Oc1ccc(/C=C/c2ccc3cccc(O)c3n2)cc1Br	u	-8.5%	3.8%	3.3%	4.2	u	-11.7%	7.2%	u
COc1ccc(OCC(=O)OCC(=O)NCc2ccco2)cc1	1.9%	16.0%[57.1 µM]	-0.2%	1.6%	-1.4	-6.2%	-10.1%	-6.1%	-6.7%
Cc1cccc(NC(=O)NNC(=O)c2c(Cl)c(C)nn2C)c1	10.0%	5.2%	3.3%	0.7%	-1.3	3.6%	-3.3%	30.0%	-6.1%
Cc1ccccc1OCC(=O)OCc1cc(=O)n2nc(C3CC3)sc2n1	-9.7%	9.8%[57.1 µM]	-5.0%	-2.4%	-1.3	-11.4%	3.2%[57.1 µM]	-16.2%	-1.1%
COc1ccccc1N1C(=O)c2ccc(C(=O)Nc3nccs3)cc2C1=O	2.9%	17.6%[57.1 µM]	7.1%	0.6%	-13.2	-2.9%	-0.6%[57.1 µM]	-25.6%	-2.0%
Cc1ccccc1CN(c1ccc(C(=O)NCc2ccccn2)cc1)S(C)(=O)=O	-19.1%	14.0%	8.3%	-5.5%	-1.3	-28.0%	12.2%[57.1 µM]	-4.5%	-0.5%
CCn1nnc(-c2ccc(N)cc2)n1	2.4%	15.5%	10.7%	0.8%	-6.1	-18.6%	4.1%	-5.3%	-6.5%
Cc1ccc(N(CC(=O)Nc2cc(C)ccc2C)S(=O)(=O)c2c(C)noc2C)cc1	-0.8%	15.6%	-8.6%	-2.8%	-1.3	-24.0%	-3.5%	-10.2%	0.8%
O=C(O)CC(SCC(=O)Nc1ccccc1)C(=O)O (stereo not drawn)	9.7%	27.9%[57.1 µM]	3.5%	1.1%	0.1	-20.5%	11.9%[57.1 µM]	4.3%	-1.5%
C=CCn1c(=N)n(CC(=O)OCC)c2ccccc21	4.3%	9.0%	-2.4%	2.6%	-1.4	3.0%	0.5%	-10.2%	-3.2%
CC(C)(CNC(=O)c1cccc(S(=O)(=O)N2CCCCC2)c1)N1CCOCC1	-5.8%	x	-2.7%	2.7%	-9.9	-3.2%	x	x	0.3%
COc1cccc(C(=O)COC(=O)c2cc(-c3cccs3)nc3ccccc23)c1	-9.9%	50.7%[activator]	-5.2%	-4.2%	-13.2	-22.6%	73.7%[activator]	10.6%	-1.8%
CN(CC(=O)Nc1ccc(N2CCOCC2)cc1)C(=O)CC(c1ccccc1)c1ccccc1	5.1%	19.1%[57.1 µM]	3.5%	2.0%	3.1	-15.8%	-2.0%[57.1 µM]	-11.8%	0.5%
O=Cc1c(NCCN2CCOCC2)c2ccccc2[nH]c1=O	-32.5%	10.0%	-1.8%	-5.6%	-2.8	-19.5%	0.4%	-16.4%	-3.1%
CN(CCc1ccccc1)C(=O)c1ccc(NC(=O)Cc2ccc(NC(=O)C3CCN(C(=O)C4CC4)CC3)cc2)cc1	0.6%	33.8%	-6.6%[38.3 µM]	-8.6%	-2.5	-17.8%	4.8%	8.9%	5.4%
COc1ccc(CCNC(=O)NS(=O)(=O)c2ccc(C)cc2)cc1OC	2.3%	13.6%[57.1 µM]	2.8%	0.0%	-0.9	-2.3%	-9.5%	9.1%	-3.0%
Cc1cc(C(=O)NCCC(C)C)c2ccccc2n1	5.3%	25.6%	7.5%	-1.2%	-4.9	-6.9%	3.1%	17.7%	-4.9%
CC1(C)NC(=O)N(CC(=O)OCC(=O)NC(=O)c2ccccc2)C1=O	-7.7%	7.4%	5.1%	1.4%	-5.0	-18.5%	2.4%	-8.2%	-2.8%
COc1ccccc1NS(=O)(=O)c1cccc(C(=O)N/N=C/c2ccc(OCC(=O)O)cc2)c1	-6.2%	-18.2%	-4.2%	0.6%	-5.5	-14.7%	-16.9%	-4.2%	1.9%
N/C(=N\OS(=O)(=O)c1ccc2ccccc2c1)c1cccnc1	2.0%	-3.4%	4.5%	-1.0%	0.3	-18.1%	3.6%	-41.2%	0.2%
Cc1ccc(S(=O)(=O)NCC(=O)OCC(=O)Nc2cccc(S(=O)(=O)N3CCOCC3)c2)cc1	-6.5%	15.0%	14.6%	-0.7%	0.4	-14.8%	-0.4%	-15.7%	2.1%

Source: PubChem (National Center for Advancing Translational Sciences (NCATS))

A portion of the library; count on the stated rates, not on these rows.
